CF NFkB inh: cystic fibrosis NF-kB activation inhibition; 0.86% of 360,000 active; inhibition, % at 5 µM; AID 588850; KKLEB NF-kB-GFP reporter, PAF-induced, GFP fluorescence overnight;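 active means at least 50% inhibition at 5 µM, scaled per plate between neutral and stimulator controls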;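 further: PAF is a Pseudomonas aeruginosa culture filtrate used as stimulus; plate controls were PAF-stimulated DMSO wells for no effect and unstimulated DMSO wells for full effect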
Shn3 3UTR inh: Schnurri-3 reporter inhibition in Clone20 osteoblasts. Clone20 osteoblast Shn3 3'UTR firefly luciferase, 24 h. AID 588674. inhibition, % at 12.5 µM. 0.52% of 360,000 active;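 active means mean inhibition of at least 75% with every replicate also reaching 75%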;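 further: 0% = median of neutral control wells and 100% = pilot-screen positive control compound; some compounds past the cut are filed as inactive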
KKLEB tox: CF airway cell cytotoxicity counter-screen. KKLEB CF airway cells viability, ATPlite luminescence, overnight; stronger effect = lower value; cells stimulated with P. aeruginosa culture filtrate. activity change (cytotoxicity), % at 5 µM. 0.36% of 360,000 active. AID 602141;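 active means corrected activity change at or below -50% at 5 µM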
HIF-2a inh: inhibitors of HIF-2a; 786-0 RCC cells HIF-2a reporter, luciferase luminescence, overnight; inhibition, % at 18.8 µM; 0.72% of 360,000 active;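 active means inhibition of the luminescence signal of 40% or more relative to plate controls, in a single-dose primary screen at 18.75 µM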
PDI inh: PDI (human) enzyme inhibition; inhibition, % at 10 µM; PDI insulin aggregation turbidity, A650, 90 min; 0.052% of 350,000 active;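 active means mean inhibition across replicates of 30% or more, whatever share of single replicates reach that level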;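 further: absorbance from insulin aggregation driven by PDI reduction with DTT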
Target sequence (P07237 whole entry, looked up): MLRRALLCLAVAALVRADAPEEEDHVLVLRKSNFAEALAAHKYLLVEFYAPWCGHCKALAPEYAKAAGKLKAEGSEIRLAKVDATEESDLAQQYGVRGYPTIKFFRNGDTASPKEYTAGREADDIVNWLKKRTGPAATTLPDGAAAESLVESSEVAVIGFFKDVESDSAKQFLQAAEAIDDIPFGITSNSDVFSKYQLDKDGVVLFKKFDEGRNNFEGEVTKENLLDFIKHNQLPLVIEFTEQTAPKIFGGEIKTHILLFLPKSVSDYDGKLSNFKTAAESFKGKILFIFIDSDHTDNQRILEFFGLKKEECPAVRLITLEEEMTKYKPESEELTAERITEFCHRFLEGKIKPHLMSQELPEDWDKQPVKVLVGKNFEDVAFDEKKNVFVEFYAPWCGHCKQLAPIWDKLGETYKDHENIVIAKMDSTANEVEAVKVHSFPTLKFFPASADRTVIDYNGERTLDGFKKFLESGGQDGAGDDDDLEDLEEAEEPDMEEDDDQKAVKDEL
NR2E3 ag-1: activates human photoreceptor nuclear receptor NR2E3; Q9Y5X4; GST-NR2E3/biotin-RetCOR TR-FRET, 1536-well; inhibition of corepressor binding, % at 4.78 µM; 0.12% of 320,000 active; AID 2300;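 active means percent inhibition above the cutoff of mean plus 3 SD of all tested compounds, set per screening campaign, cut at about 20% in these data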;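 further: 0% = DMSO wells and 100% = biotin wells as full block of FRET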
Target sequence (Q9Y5X4 whole entry, looked up): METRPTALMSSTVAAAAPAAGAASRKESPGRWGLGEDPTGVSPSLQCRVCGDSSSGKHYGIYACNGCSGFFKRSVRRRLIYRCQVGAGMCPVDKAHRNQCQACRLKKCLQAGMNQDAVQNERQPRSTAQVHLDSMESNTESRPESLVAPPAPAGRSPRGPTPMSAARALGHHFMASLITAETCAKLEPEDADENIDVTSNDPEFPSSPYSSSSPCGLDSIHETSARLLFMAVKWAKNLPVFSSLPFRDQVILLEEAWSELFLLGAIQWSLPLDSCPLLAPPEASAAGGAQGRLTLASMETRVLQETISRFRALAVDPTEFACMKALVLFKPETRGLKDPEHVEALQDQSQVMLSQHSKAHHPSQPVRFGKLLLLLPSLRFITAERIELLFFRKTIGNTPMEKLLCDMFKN
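System: GST-tagged NR2E3 plus biotinylated RetCOR corepressor; Buffer or medium: pH 7.5 Tris-based buffer; Probe or stimulus: RetCOR corepressor, biotinylated, 7 nM; Doses: compound at 4.8 µM, single dose; Schedule: 5 h incubation at 4 °C; Technique: time-resolved FRET; Evaluation: percent inhibition of TR-FRET ratio; Replication: one well per compound, singlicate testing.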
Vif inh: HIV Vif inhibition | HEK293T cells, Vif self-association by quenched fluorescence, imaging, 24 h | inhibition, % at 7.49 µM | 0.35% of 340,000 active; in the data active means inhibition above about 50%, passing the limit was not always enough; further: some results filed as inactive read as strong as hits
MITF TRPM1 inh: inhibitors of MITF-driven TRPM1 promoter in melanoma cells | AID 488899 | SK-MEL-5 TRPM1 promoter luciferase, 24 h | 0.83% of 330,000 active | inhibition, % at 12.5 µM;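 active means mean inhibition across replicates of 60% or more, whatever share of single replicates reaches that level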; further: values of inactives mirror those of a sister screen read the other way
NR2E3 ag-2: agonists of human NR2E3 nuclear receptor; Q9Y5X4; CHO-S Gal4-NCOR/VP16-NR2E3 two-hybrid, luciferase; inhibition of corepressor binding, % at 3.98 µM; 0.35% of 360,000 active; AID 602229;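 active means inhibition above the mean of all tested compounds plus 3 SD, cut at about 70% in these data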;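 further: 0% = DMSO with NR2E3 transfected cells and 100% = cells lacking NR2E3 construct; higher means lower luciferase signal from less NR2E3 corepressor binding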
Peg3 promoter: inhibitors of Peg3 promoter | HeLa PEG-Prom luciferase reporter, luminescence, overnight | inhibition, % at 20 µM | 1.7% of 360,000 active;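 active means inhibition of at least 50% at 20 µM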
CaV13 FRET inh: Disruptors of the CACNA1D IQ motif to Ca2+-dependent inactivation inhibitor domain association, primary screening, Förster resonance energy transfer in intact living … | HEK cells, CFP/YFP FRET ICDI-IQ, plate reader, 10 min; percent FRET-ratio fall versus neutral wells | inhibition, % at 12.3 µM | 0.098% of 340,000 active | AID 743397;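 active means mean replicate inhibition of at least 30% and at least 1% of replicates passing that level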;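 further: 0% = median of the neutral control wells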
* marks the source's active call; other numbers are inactive results.

`CC(=O)C(C)Sc1nnc(-c2ccccc2F)n1C1CC1` (configuration not stated) gave CF NFkB inh 0, Shn3 3UTR inh 8, KKLEB tox 17, HIF-2a inh 1, PDI inh 4, NR2E3 ag-1 3, Vif inh 14, MITF TRPM1 inh -6, NR2E3 ag-2 -8, Peg3 promoter 7 and CaV13 FRET inh -4.
Screening COc1ccc(Cl)cc1C(=O)OCC(=O)Nc1sccc1C(N)=O returned CF NFkB inh 3, Shn3 3UTR inh 15, KKLEB tox 15, HIF-2a inh -2, PDI inh -1, Vif inh 4, MITF TRPM1 inh -14, NR2E3 ag-2 -13, Peg3 promoter 2 and CaV13 FRET inh -6.
Screening CCCCCN(C(=O)CN1CCC(Cc2ccccc2)CC1)c1c(N)n(CCCC)c(=O)[nH]c1=O returned CF NFkB inh 19, Shn3 3UTR inh 9, KKLEB tox -7, HIF-2a inh 22, PDI inh 5, NR2E3 ag-1 0, Vif inh 1, MITF TRPM1 inh -17, NR2E3 ag-2 -20, Peg3 promoter 4 and CaV13 FRET inh -3.
Cc1ccc(C(=O)NCCOc2cccc3cccnc23)cc1Cl was read as CF NFkB inh -3, Shn3 3UTR inh -8, KKLEB tox -3, HIF-2a inh 1, PDI inh -6, NR2E3 ag-1 5, Vif inh -14, MITF TRPM1 inh 6, NR2E3 ag-2 -7, Peg3 promoter 16 and CaV13 FRET inh 6.
For CCSc1nc(COC(=O)NC)c(COC(=O)NC)n1C the results were CF NFkB inh 20, Shn3 3UTR inh 3, KKLEB tox -9, HIF-2a inh -1, PDI inh 10, Vif inh 2, MITF TRPM1 inh -2, NR2E3 ag-2 -15, Peg3 promoter 7 and CaV13 FRET inh -10.
O=C(CCCCCNC(=O)c1ccccc1Cl)N/N=C/c1ccco1 was read as CF NFkB inh -4, Shn3 3UTR inh -7, KKLEB tox 12, HIF-2a inh 13, PDI inh 3, NR2E3 ag-1 1, Vif inh -4, MITF TRPM1 inh -6, NR2E3 ag-2 -18, Peg3 promoter 12 and CaV13 FRET inh 6.
Screening COc1ccc(NC(=O)c2ccccc2NC(=O)c2ccccc2)cc1 returned CF NFkB inh -16, Shn3 3UTR inh -3, KKLEB tox 13, HIF-2a inh -34, PDI inh 11, NR2E3 ag-1 0, Vif inh -13, NR2E3 ag-2 -26, Peg3 promoter 29 and CaV13 FRET inh -5.
CCOc1ccccc1-n1c(=O)c2ccccc2c2ccccc2c1=O was read as CF NFkB inh 19, Shn3 3UTR inh -34, KKLEB tox -6, HIF-2a inh 21, PDI inh -3, NR2E3 ag-1 4, Vif inh 4, MITF TRPM1 inh 18, NR2E3 ag-2 4 and Peg3 promoter 35.
`CC(C)NC(=S)NCc1cccs1` gave CF NFkB inh -21, Shn3 3UTR inh 3, KKLEB tox 28, HIF-2a inh 8, PDI inh 1, NR2E3 ag-1 0, Vif inh 0, MITF TRPM1 inh -5, NR2E3 ag-2 13, Peg3 promoter -9 and CaV13 FRET inh -3.
For COc1ccc([C@@H]2CC(=O)[C@@H]3CN(S(=O)(=O)c4ccc(C)cc4)[C@H](c4cccc(Cl)c4)C[C@@H]3N2S(=O)(=O)c2ccccc2)cc1 the results were CF NFkB inh 16, Shn3 3UTR inh -10, KKLEB tox -4, HIF-2a inh 21, Vif inh 36, NR2E3 ag-2 -27, Peg3 promoter 8 and CaV13 FRET inh -7.
For CCOC(=O)C1=C(COC(=O)c2ccc(Br)o2)NC(=O)NC1C (configuration not stated) the results were CF NFkB inh 20, Shn3 3UTR inh 5, KKLEB tox -28, HIF-2a inh 15, PDI inh 19, NR2E3 ag-1 -3, Vif inh -8, MITF TRPM1 inh 0, NR2E3 ag-2 -4 and Peg3 promoter -1.
CCCNC(=O)CN1C(=O)COc2ccc(S(=O)(=O)N3CCCCCC3)cc21 was read as CF NFkB inh -9, Shn3 3UTR inh 1, KKLEB tox -12, HIF-2a inh 11, PDI inh -5, NR2E3 ag-1 -1, Vif inh -1, MITF TRPM1 inh 3, NR2E3 ag-2 -5, Peg3 promoter 13 and CaV13 FRET inh -2.
`COC(=O)c1c(NC(C)=O)sc(C(=O)N2CCOCC2)c1C` gave CF NFkB inh 18, Shn3 3UTR inh 1, KKLEB tox -2, HIF-2a inh 7, PDI inh 4, NR2E3 ag-1 0, Vif inh -3, MITF TRPM1 inh 0, NR2E3 ag-2 11, Peg3 promoter -4 and CaV13 FRET inh -6.
COCCn1c(=NC(=O)c2cc(-c3cccs3)nc3ccccc23)sc2cc(S(N)(=O)=O)ccc21 was read as CF NFkB inh 2, Shn3 3UTR inh 8, KKLEB tox -10, HIF-2a inh 3, PDI inh -15, NR2E3 ag-1 0, Vif inh -11, MITF TRPM1 inh -15, NR2E3 ag-2 -11, Peg3 promoter 34 and CaV13 FRET inh -3.
COc1cccc(CN(C)C(=O)c2ccc(S(=O)(=O)Nc3ccccc3C)cc2)c1OC was read as CF NFkB inh 6, Shn3 3UTR inh 16, KKLEB tox 1, HIF-2a inh 23, PDI inh 3, Vif inh -9, NR2E3 ag-2 6, Peg3 promoter 15 and CaV13 FRET inh -9.

Reprinted from the part before: two compounds; new compounds follow.
COCCn1c(=NC(=O)c2cc(-c3cccs3)nc3ccccc23)sc2cc(S(N)(=O)=O)ccc21 was read as CF NFkB inh 2, Shn3 3UTR inh 8, KKLEB tox -10, HIF-2a inh 3, PDI inh -15, NR2E3 ag-1 0, Vif inh -11, MITF TRPM1 inh -15, NR2E3 ag-2 -11, Peg3 promoter 34 and CaV13 FRET inh -3.
COc1cccc(CN(C)C(=O)c2ccc(S(=O)(=O)Nc3ccccc3C)cc2)c1OC was read as CF NFkB inh 6, Shn3 3UTR inh 16, KKLEB tox 1, HIF-2a inh 23, PDI inh 3, Vif inh -9, NR2E3 ag-2 6, Peg3 promoter 15 and CaV13 FRET inh -9.
Cc1ncc(CN2CCCC(C(=O)Nc3ccc(-n4ccnc4C)cc3)C2)cn1 (configuration not stated) was read as CF NFkB inh 0, Shn3 3UTR inh 2, KKLEB tox -4, HIF-2a inh -6, PDI inh 10, NR2E3 ag-1 -1, Vif inh 1, MITF TRPM1 inh 5, NR2E3 ag-2 -12, Peg3 promoter -6 and CaV13 FRET inh -11.
`O=C(COc1ncnc2ccccc12)N1CCN(S(=O)(=O)c2ccccc2)CC1` gave CF NFkB inh 4, Shn3 3UTR inh -15, KKLEB tox -6, HIF-2a inh 8, PDI inh -9, NR2E3 ag-1 0, Vif inh 4, MITF TRPM1 inh -2, NR2E3 ag-2 2, Peg3 promoter -2 and CaV13 FRET inh -7.
For CNC(=O)COC(=O)CCC(=O)c1ccc(Cl)cc1 the results were CF NFkB inh -16, Shn3 3UTR inh -27, KKLEB tox 0, HIF-2a inh 13, PDI inh -1, NR2E3 ag-1 4, Vif inh 10, MITF TRPM1 inh -16, NR2E3 ag-2 5, Peg3 promoter 36 and CaV13 FRET inh -3.
Screening O=C(O)c1cccc(CSc2ncn[nH]2)c1 returned CF NFkB inh -7, Shn3 3UTR inh -39, KKLEB tox 10, HIF-2a inh -7, PDI inh 3, NR2E3 ag-1 -1, Vif inh 0, MITF TRPM1 inh -9, NR2E3 ag-2 -17, Peg3 promoter 5 and CaV13 FRET inh -16.
Screening Cc1c(C)c2cccnc2c2ncccc12 returned CF NFkB inh 13, Shn3 3UTR inh 83, KKLEB tox -28, HIF-2a inh -15, PDI inh 27, NR2E3 ag-1 0, Vif inh -9, MITF TRPM1 inh 83*, NR2E3 ag-2 79* and Peg3 promoter 57*.
Cc1cc(C(=O)Nc2ccccn2)cs1 was read as CF NFkB inh 6, Shn3 3UTR inh -47, KKLEB tox 11, HIF-2a inh -146, PDI inh -2, NR2E3 ag-1 1, Vif inh 1, MITF TRPM1 inh -59, NR2E3 ag-2 -103, Peg3 promoter -175 and CaV13 FRET inh -5.
`CN(C)CCC=C1c2ccccc2C=Cc2ccccc21` gave CF NFkB inh 18, Shn3 3UTR inh -10, KKLEB tox -2, HIF-2a inh 5, PDI inh -1, NR2E3 ag-1 2, Vif inh -3, MITF TRPM1 inh -6, NR2E3 ag-2 -9, Peg3 promoter -34 and CaV13 FRET inh -4.
For O=C(N/N=C/c1cccs1)c1[nH]ncc1Br the results were CF NFkB inh 10, Shn3 3UTR inh -52, KKLEB tox -3, HIF-2a inh -206, PDI inh -6, MITF TRPM1 inh -32, NR2E3 ag-2 -93, Peg3 promoter -153 and CaV13 FRET inh -5.
For O=C(CCC1CCCN(Cc2ccc3c(c2)OCCO3)C1)NCc1ccccc1F (configuration not stated) the results were CF NFkB inh 9, Shn3 3UTR inh 7, KKLEB tox -4, HIF-2a inh 2, PDI inh -1, NR2E3 ag-1 -3, MITF TRPM1 inh -10, NR2E3 ag-2 -8, Peg3 promoter 7 and CaV13 FRET inh -6.
Screening Nc1c([N+](=O)[O-])c(=O)sc2ccccc12 returned CF NFkB inh -1, Shn3 3UTR inh 9, KKLEB tox -5, HIF-2a inh 11, PDI inh -7, NR2E3 ag-1 0, Vif inh 9, MITF TRPM1 inh 9, NR2E3 ag-2 -6, Peg3 promoter -9 and CaV13 FRET inh -4.
Screening COc1ccc(OC)c(NC(=O)C2CCN(c3nc(C)cc(C)n3)CC2)c1 returned CF NFkB inh 12, Shn3 3UTR inh -4, KKLEB tox 3, HIF-2a inh 14, PDI inh 7, NR2E3 ag-1 2, Vif inh -6, MITF TRPM1 inh 1, NR2E3 ag-2 -20, Peg3 promoter 16 and CaV13 FRET inh -5.
For CCN(CC(=O)Nc1ccc(NC(C)=O)cc1)C(=O)c1ccc(NC2CC2)c([N+](=O)[O-])c1 the results were CF NFkB inh -18, Shn3 3UTR inh -7, KKLEB tox 0, HIF-2a inh 13, PDI inh 1, NR2E3 ag-1 1, Vif inh -12, MITF TRPM1 inh -6, NR2E3 ag-2 -8, Peg3 promoter 4 and CaV13 FRET inh -5.

Structural class, the entries above with two or more sulfur atoms.
`CC(C)NC(=S)NCc1cccs1` gave CF NFkB inh -21, Shn3 3UTR inh 3, KKLEB tox 28, HIF-2a inh 8, PDI inh 1, NR2E3 ag-1 0, Vif inh 0, MITF TRPM1 inh -5, NR2E3 ag-2 13, Peg3 promoter -9 and CaV13 FRET inh -3.
For COc1ccc([C@@H]2CC(=O)[C@@H]3CN(S(=O)(=O)c4ccc(C)cc4)[C@H](c4cccc(Cl)c4)C[C@@H]3N2S(=O)(=O)c2ccccc2)cc1 the results were CF NFkB inh 16, Shn3 3UTR inh -10, KKLEB tox -4, HIF-2a inh 21, Vif inh 36, NR2E3 ag-2 -27, Peg3 promoter 8 and CaV13 FRET inh -7.
COCCn1c(=NC(=O)c2cc(-c3cccs3)nc3ccccc23)sc2cc(S(N)(=O)=O)ccc21 was read as CF NFkB inh 2, Shn3 3UTR inh 8, KKLEB tox -10, HIF-2a inh 3, PDI inh -15, NR2E3 ag-1 0, Vif inh -11, MITF TRPM1 inh -15, NR2E3 ag-2 -11, Peg3 promoter 34 and CaV13 FRET inh -3.

An unsorted share of the library (roughly 3.3% active in at least one column).
